PLCb3 inh = PLC-beta3 (human) inhibition, primary screen; Purified PLC-beta3, fluorogenic substrate, fluorescence; inhibition, % at 12.2 µM; AID 720704; Q01970; 370,000 tested, 0.18% active; in the data active = inhibition above about 11%;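 note: 0% = median of compound wells on plate and 100% = full blocker control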
Target sequence (Q01970 whole entry, looked up): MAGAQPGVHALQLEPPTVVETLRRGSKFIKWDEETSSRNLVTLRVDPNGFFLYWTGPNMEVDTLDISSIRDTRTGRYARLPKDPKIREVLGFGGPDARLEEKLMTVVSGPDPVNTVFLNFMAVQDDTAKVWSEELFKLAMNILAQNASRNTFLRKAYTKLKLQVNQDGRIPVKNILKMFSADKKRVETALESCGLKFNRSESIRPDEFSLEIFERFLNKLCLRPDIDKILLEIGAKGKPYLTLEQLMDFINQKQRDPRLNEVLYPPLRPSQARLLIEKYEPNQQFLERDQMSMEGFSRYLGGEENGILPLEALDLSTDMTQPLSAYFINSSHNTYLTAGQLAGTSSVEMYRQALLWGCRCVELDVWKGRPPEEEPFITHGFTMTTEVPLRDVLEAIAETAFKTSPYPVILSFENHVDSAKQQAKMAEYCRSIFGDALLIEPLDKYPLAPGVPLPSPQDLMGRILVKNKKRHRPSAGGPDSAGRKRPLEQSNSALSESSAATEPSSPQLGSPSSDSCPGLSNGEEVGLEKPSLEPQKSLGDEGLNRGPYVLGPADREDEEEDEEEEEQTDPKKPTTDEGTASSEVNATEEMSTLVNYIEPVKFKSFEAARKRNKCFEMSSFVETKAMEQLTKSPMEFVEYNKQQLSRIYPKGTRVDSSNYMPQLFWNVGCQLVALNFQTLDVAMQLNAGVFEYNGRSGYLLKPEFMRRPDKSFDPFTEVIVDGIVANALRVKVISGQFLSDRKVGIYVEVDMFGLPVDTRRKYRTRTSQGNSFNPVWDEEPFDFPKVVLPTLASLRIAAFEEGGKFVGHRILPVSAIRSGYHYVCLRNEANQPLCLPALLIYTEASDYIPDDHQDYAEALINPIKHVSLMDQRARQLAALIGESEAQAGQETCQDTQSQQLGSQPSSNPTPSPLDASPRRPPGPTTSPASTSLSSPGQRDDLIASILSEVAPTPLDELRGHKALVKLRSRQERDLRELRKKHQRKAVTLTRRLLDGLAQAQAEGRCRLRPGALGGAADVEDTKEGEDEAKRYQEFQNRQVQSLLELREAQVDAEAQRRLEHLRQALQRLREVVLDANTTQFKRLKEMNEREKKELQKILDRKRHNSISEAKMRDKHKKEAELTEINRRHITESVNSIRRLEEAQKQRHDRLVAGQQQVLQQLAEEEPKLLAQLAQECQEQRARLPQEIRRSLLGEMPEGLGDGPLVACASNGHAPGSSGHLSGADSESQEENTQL
DAX1 inh-1 = inhibits human nuclear receptor DAX1; 340,000 tested, 0.99% active; P51843; HEK293 Gal4-DAX1 luciferase reporter, luminescence; inhibition, % at 6.75 µM; AID 504766;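 active = inhibition above the mean over all tested compounds plus 3 SD, cut at about 4.2% in these data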;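 note: 0% = DAX1-transfected cells with DMSO and 100% = empty-vector control cells with DMSO; inhibition shows as a rise in luminescence from relieved DAX1 repression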
HGIII-sPLA2 inh = Blocks human group III sPLA2 activity | 370,000 tested, 0.56% active | QFRET BODIPY PC-A2 liposome hydrolysis, fluorescence | inhibition, % at 12.2 µM;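 active = inhibition above mean plus 3 SD of compounds lying within the high and low control bounds, cut at about 19% in these data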;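 note: 0% = median of test compound wells and 100% = no enzyme DMSO wells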
ADAM10 inh = ADAM10 inhibition, QFRET primary screen; inhibition, % at 7 µM; AID 720582; recombinant ADAM10, EDANS/DABCYL FRET peptide cleavage, 3 h; O14672; 370,000 tested, 0.62% active;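 active = inhibition above a per-campaign cutoff equal to the mean of compounds falling between control-based bounds plus 3 SD, cut at about 20% in these data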;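 note: 0% = DMSO wells while the 100% control is not disclosed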
ADAM17 inh = ADAM17 inhibition, QFRET primary screen. AID 720648. 370,000 tested, 0.83% active. P78536. inhibition, % at 6.95 µM. recombinant ADAM17, EDANS/DABCYL FRET peptide cleavage;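 active = inhibition above the mean of compounds lying between control limits plus 3 SD, set per campaign, cut at about 8.5% in these data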;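 note: 0% = DMSO-only wells as the low control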
hgDAF-12 ag = hgDAF-12 agonism, primary luciferase screen; HEK293 GAL4-hgDAF12 UAS-luciferase reporter, agonist luminescence; normalized to butyrate control; AID 687014; 370,000 tested, 1.8% active; activation, % at 6.8 µM;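 active = activation above a cutoff set at the mean of all screened compounds plus 3 SD, cut at about 10% in these data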;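 note: 0% = DMSO wells and 100% = sodium butyrate wells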
FXN GAA850 act = activators of GAA850 frataxin (FXN) promoter | HEK293 lucGAA850 FXN promoter luciferase reporter, 24 h; percent of 10 µM SAHA response | activation, % at 6 µM | 360,000 tested, 0.56% active;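 active = activation above the average of all compounds screened plus 3 SD, cutoff fixed separately per campaign, cut at about 7.5% in these data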;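 note: 0% = DMSO wells and 100% = 10 µM SAHA wells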
PLC-gamma1 inh = inhibitors of human phospholipase C gamma1. inhibition, % at 12.2 µM. P19174. 370,000 tested, 0.84% active. AID 720700. purified PLC-gamma1, fluorogenic substrate, fluorescence; in the data active = inhibition above about 9.5%
ssDAF12 agonist = activators of S. stercoralis DAF-12 nuclear receptor | HEK293 ssDAF-12/GRIP1 lit1-tk-luc reporter, luminescence; % of 3 µM dafachronic acid response | activation, % at 6.8 µM | 370,000 tested, 1% active | AID 652126;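 active = activation above the mean over all tested compounds plus 3 SD, cut at about 0.9% in these data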;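 note: 0% = DMSO-only wells and 100% = 3 µM delta7-dafachronic acid wells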
hcDAF-12 act = H. contortus DAF-12 activation, primary screen | activation, % at 6.8 µM | HEK293 hcDAF-12 lit1-tk-luc reporter, luminescence; 0% DMSO, 100% Δ7-dafachronic acid | 370,000 tested, 1.4% active | AID 652067;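 active = activation above the mean of all tested compounds plus 3 SD, cut at about 5.5% in these data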;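 note: 100% = response to 3 µM Δ7-dafachronic acid high control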
DAX1 inh-2 = inhibitors of DAX1 repression of SF-1 activated StAR promoter. inhibition, % at 6.8 µM. 370,000 tested, 1.1% active. AID 652010. HEK293T StAR-luciferase reporter, SF-1/DAX-1 repression relief;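 active = inhibition above the mean over all tested compounds plus 3 SD, cut at about 3.6% in these data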;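 note: 0% = DAX-1 cells with DMSO and 100% = cells lacking DAX-1 with DMSO; higher inhibition means more luminescence from relief of DAX-1 repression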
An asterisk follows results filed as active; i = inactive; . = not tested or not shown. No enrichment for hits; 6.9% or so of the library scored in one or more.

SMILES	PLCb3 inh	DAX1 inh-1	HGIII-sPLA2 inh	ADAM10 inh	ADAM17 inh	hgDAF-12 ag	FXN GAA850 act	PLC-gamma1 inh	ssDAF12 agonist	hcDAF-12 act	DAX1 inh-2
CCOC(=O)C(NCc1ccc2c(c1)OCO2)(NC(=O)c1ccccc1)C(F)(F)F (stereo unspecified)	2	0.1	7	-9	-6	1.5	-0.3	-1	-1.1	-1.8	0.6
COc1ccc2c(=O)cc(-c3ccncc3)oc2c1OC	2	0.5	3	-8	-2	4.5	1.0	5	-2.1	-0.8	-0.9
CN(C1CCCCC1)S(=O)(=O)c1cccc(C(=O)Nc2ccccn2)c1	-7	-0.6	-9	-2	1	-1.6	0.5	0	-0.6	-0.7	-1.2
O=C(Cn1cccc1)NC1CCCCCC1	2	-0.1	3	3	-2	-0.5	-1.8	-2	-0.7	-1.1	0.7
Cc1cccc(C(=O)N(C)c2nnc(-c3ccncc3)s2)c1	0	-0.2	6	-1	-8	1.5	1.2	-6	-1.3	-1.5	-1.0
COc1cccc(/C=N/Nc2ncnc3scc(-c4ccccc4)c23)c1O	-54	-4.8	-9	7	3	-12	-12	-52	-1.9	-4.6	-2.5
Cc1cccc(NC(=O)c2ccccc2NC(=O)c2ccccc2)n1	-12	-2.0	-12	-4	-1	-3.7	-2.4	-9	-1.5	-3.3	-1.0
CCc1nnc(SCC(=O)Nc2ccccc2Cl)nc1CC	-7	-0.6	4	-8	-6	-3.7	-0.1	-2	-1.6	0.9	-1.0
COc1ccc(N/C=C2\C(=O)c3c(sc(C)c3C)N(C)S2(=O)=O)cc1	-6	-2.7	5	3	-5	1.0	0.2	-2	-1.1	0.9	0.2
c1ccc(CNc2nc3ccccc3n3cnnc23)nc1	0	-0.6	6	-21	-3	-0.1	2.9	1	-1.4	-3.7	-0.1
COc1ccc(NC(=O)c2cn(CCC#N)nc2-c2cc3ccccc3o2)cc1	-13	2.0	-8	-5	-8	-2.0	-0.3	2	-2.4	-2.1	-0.8
O=C1CCc2cc(S(=O)(=O)N3CCCC3C(=O)N3CCN(c4ccccc4F)CC3)ccc2N1 (stereo unspecified)	-1	-0.1	17	-9	0	-1.3	1.4	3	-1.6	-0.9	-0.2
Cc1ccc(-c2csc(N(CCO)CCCn3c(C(F)(F)F)nc4ccccc43)n2)cc1	-6	-0.7	6	7	3	-2.1	0.5	-4	-1.7	-0.9	-1.1
O=C(NNC(=O)c1cccc2ccccc12)c1ccc(Br)cc1	-3	2.0	-18	-34	-10	1.6	2.5	1	-1.4	0.3	0.8
Cc1ccc(S[C@@H](CCN2CC[C@H](C(C)(C)C)CCC2=O)c2ccccc2)cc1	4	-0.4	-17	-31	-1	-0.8	1.9	-1	-1.8	-1.1	-0.6
Cc1cccc(C)c1N1CCN(S(=O)(=O)N2CCCCC2)CC1	4	-0.3	9	2	2	-2.0	1.2	4	-1.0	-0.8	-0.2
O=C(NCc1ccc(Cl)cc1)C(=O)N/N=C/c1ccc(Br)cc1	7	2.1	9	6	2	0.6	0.2	5	-1.0	-1.6	0.3
CCOC(=O)c1ccc(NC(=S)NCc2cccnc2)cc1	3	-1.1	0	0	-3	-1.9	2.9	2	-1.3	-1.9	-1.5
O=C(CCl)N1CCN(C(=O)C2COc3ccccc3O2)CC1 (stereo unspecified)	2	-0.7	-10	-3	-4	1.6	-9.2	-2	-1.4	0.6	-3.7
c1ccc(Cc2noc(CN3CCN(C4CCc5ccccc5C4)CC3)n2)cc1 (stereo unspecified)	-11	-0.6	-4	3	-3	-0.4	-1.8	-2	-0.8	1.4	0.5
C=CCNc1nc2ccccc2nc1NS(=O)(=O)c1cccc(C)c1	-96	0.4	-16	-79	-36	-1.8	-1.0	-64	-0.8	-1.2	-0.1
COc1cc(NC(=O)CN2CCN(S(=O)(=O)/C=C/c3ccccc3)CC2)cc(OC)c1OC	-4	-0.3	-14	-5	-2	-0.7	0.9	1	-1.2	-2.4	-1.3
CC(C)N(Cc1ccccc1)C(=O)CN1C(=O)c2ccccc2C1=O	-3	2.1	7	11	1	1.3	1.0	3	-1.8	-2.3	0.3
CCN(CC)S(=O)(=O)c1ccc(Cl)c(C(=O)NCc2ccccc2Cl)c1	0	-1.3	-9	-3	0	-3.0	-3.2	0	-1.6	-1.2	-0.6
C#CC(CC)(CC)NC(=O)NC1CCCCC1	0	-0.1	7	5	2	-1.0	-0.6	-1	-0.2	1.0	0.6
Cc1ccc(-n2cnc3sc(C)c(C)c3c2=O)cc1	-4	0.1	3	-3	-3	4.7	2.0	-2	-1.3	-0.5	0.7
OCc1cn(-c2ccccc2)nc1-c1ccc2c(c1)OCCO2	3	0.9	-10	-3	-2	6.7	0.9	0	-0.1	0.8	1.9
COc1ccc(C(=O)N/N=C(\C)CC(=O)Nc2ccc(Cl)cn2)cc1	-30	1.3	-3	-107	-45	0.3	1.8	-16	-0.2	0.3	-0.1
O=C(CN1CCCC1)N1CCCC(c2ccc(F)cc2)c2ccc(F)cc21 (stereo unspecified)	2	0.8	9	-5	-1	-1.3	0.1	3	-1.1	0.4	0.4
Cc1cccc2c1cnn2C(=O)Nc1ccccc1Br	-8	-0.3	0	-2	-3	-0.9	-0.3	-2	-0.1	3.8	0.3
O=S(=O)(Nc1ccc(C(F)(F)F)cc1)c1cccs1	-6	1.2	-14	4	-2	-0.3	0.7	0	-0.7	0.6	-0.6
O=C(NCCNc1ccnc2cc(Cl)ccc12)c1ccccc1F	-5	-5.3	-5	-5	-2	-6.8	-2.5	1	-2.1	-5.4	-1.5
CCC(C)NC(=O)C1CCCN(C(=O)Nc2ccc(F)cc2)C1 (stereo unspecified)	-2	0.1	-1	-6	-2	-0.9	0.9	3	-1.3	0.1	0.1
N#Cc1ccccc1S(=O)(=O)N1CCN(CC(=O)Nc2ccnn2C2CCCC2)CC1	-9	-0.5	6	-4	-2	-1.7	1.7	1	-1.1	-1.5	-1.4
COc1ccc(S(=O)(=O)Nc2ccccc2C(N)=O)cc1OC	-26	.	-4	-125	-41	3.8	-1.7	-24	-1.6	-0.3	0.1
COc1ccc(C(=O)N2CCCC(CCC(=O)N3CCN(c4ccccn4)CC3)C2)cc1 (stereo unspecified)	-4	-1.3	0	-12	-4	0.9	-0.4	-2	-1.1	-1.7	-1.9
COc1ccc(/C=C/C(=O)N/C(=C\c2ccco2)C(=O)NCCc2nc3ccccc3[nH]2)cc1	-13	-1.9	-20	0	1	-2.7	-0.9	-11	-1.2	4.2	-0.9
CC(=O)NN1C(=O)c2ccccc2NC1c1ccccc1F (stereo unspecified)	i	-0.3	7	i	-329	-1.4	1.4	-374	-0.7	-1.5	0.8
CCC(=O)Nc1ccc(C(=O)N/N=C/c2c(C)[nH]c3ccccc23)cc1	-106	0.8	-1	-10	0	2.4	-0.5	-83	-0.3	2.8	0.2
CCc1nc(C)cn1S(=O)(=O)c1cc(C)c(OC)cc1C	3	-0.6	1	-11	1	3.2	-1.8	1	-1.0	0.1	1.0
CCc1ccc(OCCCC(=O)Nc2cccc(C(=O)O)c2)cc1	-3	1.5	-9	4	2	0.4	-1.0	2	-0.7	-1.2	0.4
C/C(=N\NC(=O)C1COc2ccccc2O1)c1ccc(N2CCOCC2)cc1 (stereo unspecified)	-6	1.6	-1	-2	-3	3.9	-0.5	-2	-1.9	0.5	-0.4
C[C@@H](c1ccccc1)N1C[C@H](COCc2ccccc2)Oc2cc(N3CCC[C@H]3CO)ccc2S1(=O)=O	-9	.	-5	-8	2	2.0	.	-16	-0.8	0.0	-1.7
C(=N\n1cnnc1)/c1cccc2ccccc12	-6	0.3	0	-18	-3	-0.1	0.7	-4	-1.1	-1.4	-0.3
O=C(CS(=O)(=O)c1ccc(Cl)c(Cl)c1)Nc1ccccc1Cl	3	0.5	-28	-1	-5	1.3	-2.4	3	-1.7	-0.7	-0.1
O=C(CN1C(=O)COc2ccc(S(=O)(=O)N3CCCC3)cc21)NC1CC1	-3	1.1	-2	0	-3	1.4	-0.2	0	-1.2	-1.5	0.1
Cc1ccc(NC(=O)CC2COc3ccccc3O2)cc1 (stereo unspecified)	4	0.3	0	5	-1	2.5	0.2	2	-0.7	2.0	0.4
CS(=O)(=O)Nc1ccc(C(=O)Nc2ccccc2Sc2ccccc2)cc1	-8	-2.3	-15	-8	5	-2.3	1.1	1	-0.2	1.3	-0.1
Cc1ccc(OCC(=O)Nc2ccc([N+](=O)[O-])cn2)cc1C	3	-0.1	4	1	1	3.2	1.5	2	-0.7	-0.8	0.8
CCCN(CCC)Cc1cc(=O)oc2cc(OC)ccc12	-175	.	8	i	-141	-0.4	.	-138	-0.9	0.3	0.4

(listing goes on)
SMILES	PLCb3 inh	DAX1 inh-1	HGIII-sPLA2 inh	ADAM10 inh	ADAM17 inh	hgDAF-12 ag	FXN GAA850 act	PLC-gamma1 inh	ssDAF12 agonist	hcDAF-12 act	DAX1 inh-2
Cc1c(C(=O)N2CCC[C@H]2C(N)=O)oc2c(F)cccc12	-3	6.0*	0	-5	-1	0.7	0.8	5	-0.7	-0.2	0.2
COc1ccc(C(=O)OCC(=O)c2ccc(F)cc2)cc1OC	5	-0.6	1	-6	-1	-1.3	2.7	5	-1.3	-1.3	0.4
CC(C(=O)NCC1CCCCC1)N(C)Cc1ccc(Br)cc1 (stereo unspecified)	-2	1.8	3	5	-2	1.0	0.6	0	-0.7	-2.0	-0.3
CCN(CC)c1ccc(N=Cc2ccc(N(CC)CC)cc2O)cc1	-38	-2.2	9	5	-1	-3.8	-0.7	-25	-1.9	1.2	-2.3
CCOc1ccc(CN2CCN(Cc3ccc(C)o3)CC2CCO)cc1 (stereo unspecified)	0	0.0	0	5	-2	2.8	2.2	-2	-0.7	0.3	0.1
c1ccc2sc(NC3=NCN(Cc4ccc5c(c4)OCO5)CN3)nc2c1	-2	0.8	8	-3	-3	3.3	1.5	0	-1.1	0.2	0.7
COc1cc(SC)ccc1C(=O)NCC1CCCCC1	-1	0.4	-5	-4	0	3.3	5.1	1	-0.5	1.3	0.3
CCOc1ccc(S(=O)(=O)NCc2ccc(OC)cc2)c2cccnc12	0	-1.1	3	-7	-3	1.6	1.8	0	-0.9	0.4	0.6
Clc1cccc2c1C1CC2CCN1Cc1ccccc1 (stereo unspecified)	1	.	7	-8	-3	0.4	.	0	-1.5	-1.7	0.1
CCc1ccc2c(c1)cc(CN(C(=S)Nc1ccc(Cl)cc1)C1CC1)c1nnnn12	1	0.8	4	1	-1	-1.1	2.9	3	-1.4	-1.6	0.5
CSc1nc2sc3c(c2c2nncn12)CCC3	-2	0.5	10	-9	-3	-0.1	1.9	-2	-1.5	0.0	-0.2

Screening data: PubChem, The Scripps Research Institute Molecular Screening Center
